STAT3 inh: STAT3 signaling inhibition. U3A cells, IL-6 STAT3-luciferase reporter, luminescence; host cell line lacks STAT1. 190,000 tested, 0.89% active. AID 862. inhibition, % at 5.5 µM;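 active = inhibition above the mean inhibition across all screened compounds plus 3 SD, cut at about 44% in these data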;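 note: 0% = DMSO only wells and 100% = 100 µM nifuroxazide control wells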
ROMK mod: human ROMK K+ channel modulation, primary screen | P48048 | Tet-inducible ROMK, thallium flux fluorescence; actives lie on both sides | B-score at 10 µM | 130,000 tested, 2% active | AID 1918;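 active = signal ratio slope over the read window, or its plate-corrected B-score, at least 3 SD from the plate mean, either direction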;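 note: B-score of the F/F0 ratio slope over 7 to 12 s after thallium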
Target sequence (P48048 whole entry, looked up): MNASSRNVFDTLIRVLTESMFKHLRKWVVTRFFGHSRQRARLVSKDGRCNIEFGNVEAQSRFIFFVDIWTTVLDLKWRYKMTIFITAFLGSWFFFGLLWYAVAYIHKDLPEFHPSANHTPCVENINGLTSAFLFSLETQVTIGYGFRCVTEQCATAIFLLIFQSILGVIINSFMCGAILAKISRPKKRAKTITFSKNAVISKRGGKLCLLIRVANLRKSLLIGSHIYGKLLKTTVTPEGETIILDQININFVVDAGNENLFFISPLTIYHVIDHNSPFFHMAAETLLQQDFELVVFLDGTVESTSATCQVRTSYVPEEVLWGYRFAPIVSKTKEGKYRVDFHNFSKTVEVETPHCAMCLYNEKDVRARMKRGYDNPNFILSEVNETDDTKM
PPARg SRC-1 ag: PPARgamma-driven SRC-1 recruitment agonism | P37231 | PPARgamma-SRC-1 coactivator recruitment biochemical assay | activation, % at 8 µM | 200,000 tested, 0.41% active; in the data active = activation above about 19%;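 note: 0% = DMSO and 100% = reference agonist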
Target sequence (P37231 whole entry, looked up): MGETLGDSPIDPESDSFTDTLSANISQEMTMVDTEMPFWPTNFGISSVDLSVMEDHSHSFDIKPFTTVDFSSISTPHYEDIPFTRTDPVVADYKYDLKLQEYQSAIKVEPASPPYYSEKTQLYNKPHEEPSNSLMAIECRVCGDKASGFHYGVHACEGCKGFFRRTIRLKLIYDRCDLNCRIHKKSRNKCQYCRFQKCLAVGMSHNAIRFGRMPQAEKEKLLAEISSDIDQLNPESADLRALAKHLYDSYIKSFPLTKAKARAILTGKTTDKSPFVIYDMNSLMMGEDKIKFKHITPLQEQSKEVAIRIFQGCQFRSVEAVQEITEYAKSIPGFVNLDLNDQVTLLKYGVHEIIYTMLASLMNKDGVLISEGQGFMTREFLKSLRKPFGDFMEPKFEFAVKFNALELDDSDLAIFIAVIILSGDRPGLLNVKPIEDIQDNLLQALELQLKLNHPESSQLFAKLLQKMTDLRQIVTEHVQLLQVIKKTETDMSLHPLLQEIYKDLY
SRC2 TRFRET art: counter-screen for PPARgamma SRC-2 recruitment agonists: TR-FRET artefact. hits give high values. 200,000 tested, 0.4% active. AID 1049. TR-FRET ratio at 8 µM; in the data active = TR-FRET ratio above about 2000; note: inactives centre near 1500
STAT1 blocker: reduces IFN-gamma driven STAT1 reporter signal; NIH 3T3 STAT1-luciferase reporter, luminescence; inhibition, % at 5.5 µM; 200,000 tested, 0.35% active;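 active = inhibition above a set limit, the mean inhibition across all tested compounds plus 3 SD, cut at about 34% in these data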;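 note: 0% = IFN-gamma with DMSO and 100% = IFN-gamma with 300 µM nifuroxazide; values of inactives mirror those of a sister screen read the other way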
bIAP act: increases bovine intestinal alkaline phosphatase activity | 200,000 tested, 0.17% active | purified bovine IAP, CDP-star luminescence, 30 min; hits give high values; fold of DMSO-control signal, blank-subtracted | activation factor at 20 µM | AID 1016;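 active = activation factor of 2 or more at 20 µM, a signal rise over negative controls twice the positive control's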
PPARg SRC3 recr: PPARgamma-driven SRC-3 recruitment agonism; P37231; biochemical PPARgamma/SRC-3 coactivator recruitment assay; activation, % at 8 µM; 200,000 tested, 0.26% active; AID 731; in the data active = activation above about 23%;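 note: 0% = DMSO and 100% = reference agonist; some compounds past the cut are filed as inactive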
PPARg SRC-2 ag: agonists of SRC-2 recruitment by human PPARgamma; PPARgamma LBD-SRC-2 recruitment, biochemical; activation, % at 8 µM; 200,000 tested, 0.34% active; in the data active = activation above about 22%;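 note: 0% = vehicle and 100% = reference agonist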
bIAP inh: blocks bovine intestinal alkaline phosphatase activity; 190,000 tested, under 10 active; inhibition, % at 20 µM; purified bovine IAP, CDP-star luminescence, 30 min;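 active = over 50% inhibition of intestinal alkaline phosphatase at 20 µM in the single-dose screen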
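Incubation: 30 min reaction at room temperature / Material: purified bovine intestinal alkaline phosphatase (IAP) enzyme / Input: enzyme at 1/65,000,000 dilution / Dosing: 20 µM single dose / Signal: CDP-star luminescence signal / Reagent: CDP-star chemiluminescent phosphatase substrate, 30 µM final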
TNAP act hiacc: TNAP (human) activation, high acceptor | AID 1136 | 200,000 tested, under 10 active | purified TNAP, CDP-star luminescence, 1 M DEA, 30 min; hits give high values; 0 = EDTA background, 1 = DMSO-only activity | P05186 | activation factor at 20 µM;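 active = activation factor at least 2 at 20 µM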
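Dosing: 20 µM single point. System: human TNAP. Amount: TNAP 1/800 final. Incubation: 30 min, room temperature. Read-out: TNAP activation factor scaled between EDTA and DMSO control wells. Signal: luminescence from CDP-star hydrolysis. Medium: 1 M DEA, pH 9.8, Mg2+, Zn2+. Control set: EDTA negative control, DMSO positive control.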
STAT3 activator: STAT3 signaling activation. U3A cells, IL-6 STAT3-luciferase reporter, luminescence; 100% = signal with IL-6 EC80 alone. activation (% of control), % at 5.6 µM. 190,000 tested, 0.91% active. AID 871;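 active = activation above the screen-wide mean of compound activation plus 3 SD, cut at about 130% in these data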;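 note: 0% = background luminescence of wells with medium and substrate only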
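Material: human STAT1-deficient U3A cells with stable STAT3-luciferase reporter / Probe or stimulus: IL-6 stimulus at 33 ng/mL final / Schedule: 1 h compound pre-exposure, 6 h IL-6 stimulation, 37 °C / Technique: luminescence / Read-out basis: percent of IL-6-only median luminescence / Control set: IL-6-only high control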
Numbers without * were called inactive; / = not tested or not shown; & = joins results of further samples. Compounds were not picked by outcome; any-hit rate near 3.7%.

Values run as follows: STAT3 inh	ROMK mod	PPARg SRC-1 ag	SRC2 TRFRET art	STAT1 blocker	bIAP act	PPARg SRC3 recr	PPARg SRC-2 ag	bIAP inh	TNAP act hiacc	STAT3 activator
[1] COc1ccc(NC(=O)CN2CCCN(S(=O)(=O)c3ccc(F)cc3)CC2)c(OC)c1
 : 11	1	4	1541	-8	1.2	3	8	-20	1	101
[2] CCN(C(=O)CSc1nnc(-c2ccccc2)n1C)C1CCS(=O)(=O)C1 (centres undefined)
 : -2	0.14	0	1646	-1	1	0	1	4	1	104
[3] Cc1cc(Cl)ccc1C(=O)C1CCCN(C(=O)c2ccc3ncccc3c2)C1 (centres undefined)
 : 0	-0.17	-4	1614	6	1	-3	2	0	1	105
[4] CC(=O)c1cccc(NC(=O)c2cnn3ccccc23)c1
 : 26	/	0	1807	-32	1	4	-4	2	1.1	85
[5] Cc1nc(CN2CCN(C(=O)NC3(c4ccccc4)CC3)CC2)cs1
 : 2	/	7	1703	-4	1	4	17	-3	1	99
[6] N#Cc1nc(COc2ccccc2F)oc1NCCc1ccccc1
 : 5	0.069	0	1421	-3	0.4	-4	-3	/	1	102
[7] O=C(CNC(=O)c1ccco1)Nc1ccc(F)cc1
 : 5	0.88	-5	1308	-3	1.1	2	2	-7	1	100
[8] COCCNC(=O)C(c1ccc(OC)cc1)N(C(=O)Cn1nnc2ccccc21)c1cccnc1 (centres undefined)
 : 2	0.0018	-1	1595	8	1.2	3	-4	-22	1	100
[9] COc1ccc(NS(=O)(=O)c2cc(NC(=O)Cc3cccs3)ccc2C)cc1
 : 0	0.0052	-7	1677	-8	1.2	-2	-1	-21	1.1	100
[10] CSCC[C@H](NC(=O)OC(C)(C)C)C(=O)N/N=C/c1c(C)[nH]c(=O)[nH]c1=O
 : 7	/	10	1483	0	1.4	5	-2	-45	1	102
[11] COc1ccc(Cl)cc1NC(=O)CN(C1CCCCC1)S(C)(=O)=O
 : -6	-0.57	4	1300	12	1.1	-4	2	-14	1	109
[12] O=C(COC(=O)c1cccs1)NCc1ccccc1
 : 0	/	5	1551	-3	1	-6	7	4	1	103
[13] Cc1ccc(NC(=O)CN(C)S(=O)(=O)c2cccs2)cc1C
 : 15	-1.7	0	1485	-13	0.8	-4	5	19	1	93
[14] Cc1cc(C(C)(C)C)oc1C(=O)O
 : -2	0.24	8	1705	9	1.2	1	5	-16	1	103
[15] O=P(Cc1ccccc1O)(c1ccccc1)c1ccccc1
 : 7	/	-1	1609	6	0.9	1	-3	10	1	96

From no. 2 to 8, copied from above:
Values run as follows: STAT3 inh	ROMK mod	PPARg SRC-1 ag	SRC2 TRFRET art	STAT1 blocker	bIAP act	PPARg SRC3 recr	PPARg SRC-2 ag	bIAP inh	TNAP act hiacc	STAT3 activator
[2] CCN(C(=O)CSc1nnc(-c2ccccc2)n1C)C1CCS(=O)(=O)C1 (centres undefined)
 : -2	0.14	0	1646	-1	1	0	1	4	1	104
[3] Cc1cc(Cl)ccc1C(=O)C1CCCN(C(=O)c2ccc3ncccc3c2)C1 (centres undefined)
 : 0	-0.17	-4	1614	6	1	-3	2	0	1	105
[4] CC(=O)c1cccc(NC(=O)c2cnn3ccccc23)c1
 : 26	/	0	1807	-32	1	4	-4	2	1.1	85
[5] Cc1nc(CN2CCN(C(=O)NC3(c4ccccc4)CC3)CC2)cs1
 : 2	/	7	1703	-4	1	4	17	-3	1	99
[6] N#Cc1nc(COc2ccccc2F)oc1NCCc1ccccc1
 : 5	0.069	0	1421	-3	0.4	-4	-3	/	1	102
[7] O=C(CNC(=O)c1ccco1)Nc1ccc(F)cc1
 : 5	0.88	-5	1308	-3	1.1	2	2	-7	1	100
[8] COCCNC(=O)C(c1ccc(OC)cc1)N(C(=O)Cn1nnc2ccccc21)c1cccnc1 (centres undefined)
 : 2	0.0018	-1	1595	8	1.2	3	-4	-22	1	100

More results.
Values run as follows: STAT3 inh	ROMK mod	PPARg SRC-1 ag	SRC2 TRFRET art	STAT1 blocker	bIAP act	PPARg SRC3 recr	PPARg SRC-2 ag	bIAP inh	TNAP act hiacc	STAT3 activator
[16] COc1cc(NS(=O)(=O)c2ccc(NC(=S)NC(=O)/C=C/c3ccc(OC)c(OC)c3)cc2)ncn1
 : -4	-0.0016	-1	1450	-5	1.1	1	7	-10	1	105
[17] Cn1c(CN2CCC(C(N)=O)CC2)c(C#N)c2ccccc21
 : 2	/	-4	1497	3	1	-9	-1	-3	1	102
[18] CN(C)c1ccc(C(=S)N2CCNCC2)cc1
 : -10	0.023	-2	1331	9	1.2	1	-6	-22	1	112
[19] N=C(SC1CC(=O)N(c2ccc(F)cc2)C1=O)N1N=C(c2ccccc2)CC1c1ccccc1 (centres undefined)
 : -4	-0.68	-1	1444	2	1	-3	-3	-4	1	108
[20] COc1ccc(NC(=O)NS(=O)(=O)c2ccc(C)cc2)c(OC)c1
 : -5	0.094	12	1736	-5	1	3	2	3	1	107
[21] COCCN1CCN(Cc2nc(C3(c4ccc(C)cc4)CCCC3)no2)CC1
 : 2	-0.012	10	1639	-7	0.9	3	7	13	1	103
[22] Oc1c(C=C2N=c3ccccc3=N2)sc(=S)n1C1CCCCC1
 : 8&8	/	-3&4	1653&1540	-2&4	0.9&0.8	-1&-2	4&-5	15&23	1&0.9	95&89
[23] Cc1ccc(N2CCN(S(=O)(=O)N3CCCCC3)CC2)cc1Cl
 : -6	0.16	-2	1452	-3	1.8	-2	1	-84	1	103
[24] COc1ccc(CNCC(=O)Nc2sccc2C#N)cc1
 : 17	0.074	2	1529	0	1	4	6	-4	1	91
[25] Cc1nc(-c2ccc(NS(=O)(=O)c3ccccc3)cc2)cs1
 : -1	0.11	5	1734	-1	1.2	2	3	-16	1	102
[26] CS(=O)(=O)N1CCN(C(=O)C(Sc2ccccc2)c2ccccc2)CC1 (centres undefined)
 : -1	/	0	1334	-3	0.9	2	-2	12	1.1	102
[27] N#Cc1cccc(N=c2ssnc2Cl)c1
 : 2	-3.9*	14	1769	2	1.1	8	-1	-14	1	100
[28] COc1cccc(CNCCO)c1OCc1ccccc1Cl
 : 3	-0.0026	-1	1537	-1	1.4	-4	-7	-42	1	98
[29] CC(c1ccco1)N(C(=O)COc1ccc(Cl)cc1Cl)c1ccccn1 (centres undefined)
 : 23	/	5	1588	-24	1	3	-2	-2	1	85
[30] Cc1cc2c3c(c1)C1(C(=O)N3C(C)(C)CC2C)C(C#N)=C(N)Oc2n[nH]c(C)c21 (centres undefined)
 : -2	/	-6	1282	0	1.1	-8	6	-15	1.1	103
[31] CCNC(=S)N=Nc1c(O)n(Cc2ccc(Cl)cc2)c2ccccc12
 : 3	0.11	-3	1507	-4	0.9	4	9	12	0.9	105
[32] Cc1cc(C)n(C(=O)CNC(=O)/C=C/c2ccccc2)n1
 : 7	0.36	-5	1460	-3	1	2	-1	4	1	97
[33] CC(C)Cn1cnc2c1c(=O)n(CC(=O)Nc1ccc3c(c1)OCO3)c(=O)n2Cc1ccccc1
 : 0	/	5	1461	1	0.9	-4	2	12	1	103
[34] Cc1cccc(CCNS(=O)(=O)c2ccc(S(=O)(=O)N3CCC(C)CC3)cc2)c1
 : 4	-0.5	-3	1339	4	/	-4	-4	/	/	99
[35] Cc1nn2c(-c3ccccc3)c(-c3ccccc3)nc2[nH]c1=O
 : 0	/	-5	1588	-2	1	-2	6	-2	1.1	105
[36] CN(C)CCSc1nnc2[nH]c3ccccc3c2n1
 : 2	0.24	-2	1535	-3	1.1	-1	14	-11	0.9	99
[37] O=c1c(-c2ccccc2)c1-c1ccccc1
 : /	/	11	1627	/	0.9	5	13	10	1	/
[38] COc1cccc(NC(=O)Cn2cc3c(n2)CCCCC3)c1
 : 0	/	0	1457	-5	0.9	-7	3	6	1.1	104
[39] COCON1C(=O)CN(C(C)=O)C1c1ccc(Cl)cc1Cl (centres undefined)
 : 3	1.2	1	1636	1	1	6	5	1	1	105
[40] Cc1ccc(N/C(CSC(N)=O)=N/S(=O)(=O)c2ccccc2)cc1
 : 8	0.0021	0	1470	1	0.9	-6	-4	7	1	98
[41] CC(C)(C)c1csc(NC(=O)CSc2nc3ccccc3c(=O)[nH]2)n1
 : -5	0.031	0	1419	10	1.1	-16	-7	-9	1.1	107
[42] CCCCNC(=O)CSc1nccn1Cc1ccccc1
 : 3	/	-4	1875	-9	1	6	0	-1	1	101
[43] CN(C)CCNC(=O)c1cccc(S(=O)(=O)Nc2ccc(F)cc2)c1
 : 2	0.041	4	1499	-9	1.2	0	0	-19	1	100
[44] CC1CN(S(=O)(=O)N(C)C)CCN1S(=O)(=O)N(C)C (centres undefined)
 : 14	/	5	1447	4	0.9	0	-2	12	1	91
[45] O=C(Nc1ccc(S(=O)(=O)NCc2cccnc2)cc1)c1ccccc1Cl
 : 29	-1.5	2	1493	12	1.1	1	-1	-5	1	75
[46] O=C(Nc1ccc(-n2cnnn2)cc1)C(c1ccccc1)c1ccccc1
 : 3	-0.099	2	1723	-2	1.1	0	-1	-6	1	99
[47] CCn1ccc(C(=O)N2CCOCC2)n1
 : 16	0.83	1	1601	-8	1	7	1	1	1	94

Source: PubChem BioAssay
